G9a inh: blocks human histone lysine methyltransferase G9a | G9a H3K9 monomethylation, AlphaScreen, 2 h | Potency, µM (doses to about 102 µM), for inactives: at the highest dose activity, negative = inhibition, most hits filed as inhibitors | hit rate 8.8% among 350,000 | AID 504332; also: % is scaled to controls: 0 for no effect and ±100 for the full control effect; nearly all actives have a fitted effect of over 75% in size
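Using a bead-based AlphaScreen, monomethylated H3K9 product from 2 h room-temperature reactions (G9a 20 nM, peptide 500 nM, SAM 20 uM) was detected with 0.5 ug/mL rabbit anti-H3K9me1 antibody.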
BLM inh: blocks DNA unwinding by human BLM helicase | Potency, µM (series often up to 56.1 µM), without a hit: at the highest dose activity change, negative = inhibition, actives largely listed as inhibitors | AID 2528 | hit rate 0.2% among 350,000 | recombinant BLM DNA unwinding, fluorescence dequenching;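 also: plate controls were vehicle for no effect and no enzyme for full effect; nearly all actives have a fitted effect of over 35% in size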
Pol eta inh: DNA polymerase eta (human) inhibition; recombinant Pol eta, fluorescent DNA replication assay; Potency, µM (doses to about 114 µM), for inactives: at the highest dose activity change, negative = inhibition, hits mostly inhibitors; hit rate 1.2% among 390,000; also: % is scaled to controls: 0 for no effect and ±100 for the full control effect
Target sequence (Q9Y253 whole entry, looked up): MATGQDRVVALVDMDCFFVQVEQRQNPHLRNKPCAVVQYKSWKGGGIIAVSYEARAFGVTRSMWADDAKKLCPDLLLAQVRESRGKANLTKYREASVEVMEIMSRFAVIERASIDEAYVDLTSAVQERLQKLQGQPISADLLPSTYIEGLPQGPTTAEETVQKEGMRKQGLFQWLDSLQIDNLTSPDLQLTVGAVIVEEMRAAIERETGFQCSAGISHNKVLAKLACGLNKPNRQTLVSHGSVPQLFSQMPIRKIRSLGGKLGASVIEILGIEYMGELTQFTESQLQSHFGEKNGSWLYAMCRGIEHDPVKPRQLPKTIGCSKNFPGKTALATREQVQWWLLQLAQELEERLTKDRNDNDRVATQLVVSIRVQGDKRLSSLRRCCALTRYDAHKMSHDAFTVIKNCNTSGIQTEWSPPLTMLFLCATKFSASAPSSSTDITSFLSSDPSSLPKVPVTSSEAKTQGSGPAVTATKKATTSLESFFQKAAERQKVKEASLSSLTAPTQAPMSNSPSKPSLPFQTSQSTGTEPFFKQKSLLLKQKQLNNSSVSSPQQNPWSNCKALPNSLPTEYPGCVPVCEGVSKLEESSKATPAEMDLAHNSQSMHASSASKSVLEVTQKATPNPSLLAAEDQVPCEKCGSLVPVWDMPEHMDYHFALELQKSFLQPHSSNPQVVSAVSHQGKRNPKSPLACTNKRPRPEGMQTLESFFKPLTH
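Pol eta at 10 nM preincubated with compounds 15 min at room temperature; reaction started with fluorescent substrate (50 nM final) and read kinetically at 0 and 10 min.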
Anesthetic bind: binds horse apoferritin like a general anesthetic; apoferritin/1-aminoanthracene competitive binding, fluorescence; Potency, µM (doses to about 77.5 µM), for inactives: top-dose activity change, negative = displacement, usual class: inhibitors; hit rate 0.074% among 350,000; also: % is scaled to controls: 0 for no effect and ±100 for the full control effect; nearly all actives have a fitted effect of over 20% in size
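Probe: 1-aminoanthracene (50% saturated, PBS). Protein: horse-spleen apoferritin, 10 uM. Incubation: 10 min, room temperature. Detection: 380 nm excitation, 535 nm emission. Analysis: normalized response, four-parameter Hill.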
POLB inh: blocks human DNA polymerase beta activity; AID 485314; Pol beta primer extension/strand displacement, fluorescence kinetic; P06746; Potency, µM (series often up to 114 µM), without a hit: at the highest dose activity change, negative = inhibition, most hits filed as inhibitors; hit rate 1.3% among 340,000; also: % is scaled to controls: 0 for no effect and ±100 for the full control effect
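Pol beta (10 nM) was preincubated with compound for 15 min at room temperature. The reaction was then started with 50 nM substrate and read immediately and after a further 10 min at room temperature.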
Pol iota inh: DNA polymerase iota (human) inhibition. Q9UNA4. Pol iota fluorescent replication assay, 10 min. Potency, µM (titrated, usually from 115 µM), without a hit: at the highest dose activity, negative = inhibition, actives largely listed as inhibitors. hit rate 1% among 390,000
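Fluorescent replication assay read twice, at 0 min and 10 min after adding 50 nM (final) substrate. Enzyme (10 nM) and compounds were first incubated 15 min at room temperature; enzyme-free buffer wells were negative controls.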
APEX1 inh: inhibitors of human APE1 endonuclease; P27695; recombinant APE1, TAMRA/BHQ-2 abasic DNA cleavage fluorescence; Potency, µM (doses to about 65.8 µM), for inactives: top-dose activity change, negative = inhibition, most hits filed as inhibitors; hit rate 0.35% among 350,000;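 also: plate controls were vehicle for no effect and reference inhibitor for full effect; nearly all actives have a fitted effect of over 55% in size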
Target sequence (P27695 whole entry, looked up): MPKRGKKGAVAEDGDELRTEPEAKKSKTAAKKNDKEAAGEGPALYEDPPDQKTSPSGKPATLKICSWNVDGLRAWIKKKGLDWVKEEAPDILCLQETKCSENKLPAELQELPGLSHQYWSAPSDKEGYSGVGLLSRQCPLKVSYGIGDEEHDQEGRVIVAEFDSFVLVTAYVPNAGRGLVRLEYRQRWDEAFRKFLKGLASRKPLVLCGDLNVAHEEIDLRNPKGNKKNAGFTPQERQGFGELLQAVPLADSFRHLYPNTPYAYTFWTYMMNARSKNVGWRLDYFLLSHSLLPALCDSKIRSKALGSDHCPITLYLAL
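Activity was derived from the fluorescence gain between first and third kinetic reads (60 s intervals, ex 525/em 598 nm) after 50 nM THF-abasic TAMRA/BHQ-2 duplex was added to 0.75 nM APE1 preincubated 15 min with compound.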
BAZ2B block: blocks human BAZ2B; AlphaScreen BAZ2B-H3K14Ac peptide displacement; Potency, µM (highest dose often 114 µM), without a hit: at the highest dose activity change, negative = inhibition, most hits filed as inhibitors; hit rate 4.4% among 360,000; also: % is scaled to controls: 0 for no effect and ±100 for the full control effect; nearly all actives have a fitted effect of over 60% in size
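Compounds, titrated to a top concentration of 110 uM, were incubated 30 min at room temperature with preformed BAZ2B/acetyl-K14 H3 peptide complex (50 nM each). Proximity signal was measured by AlphaScreen after 20 min with beads.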
POLK inh: inhibitors of human DNA polymerase kappa | hit rate 0.53% among 400,000 | purified Pol kappa, fluorescent DNA synthesis assay, 10 min | AID 588579 | Potency, µM (highest dose often 107 µM), inactives show at the top dose activity, negative = inhibition, usual class: inhibitors; also: % is scaled to controls: 0 for no effect and ±100 for the full control effect
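Readout: fluorescence, taken kinetically at 0 and 10 min. Conditions: 10 nM Pol kappa, 15 min RT compound preincubation, 50 nM substrate final. Controls: enzyme-free buffer wells.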
* = called active by the depositor; ? = inconclusive; . = not tested or not shown; [ ] = dose if it differs, or a comment. Calls follow the shape of the dose curve; as a rule, active = well fitted curve in the direction sought with a large enough effect; inconclusive = small, poorly fitted or top-dose-only effect, or another doubt; inactive = no such curve, though single readings can be large; an effect the other way counts as inactive or inconclusive. Potency is read from the fitted curve at half-maximal effect. The list is partial. The share of hits here may be higher or lower than overall.

(1) O=[N+]([O-])c1cc(Br)c(Nc2ccccc2)c([N+](=O)[O-])c1
(2) C=CCn1c(SCC(=O)c2c(N)n(CCC)c(=O)n(C)c2=O)nc2sc(CC)cc2c1=O
(3) COC(=O)c1c(NC(=O)CC2SC(N)=NC2=O)sc2c1CCCC2 (stereo unspecified)
(4) COc1ccc([N+](=O)[O-])cc1NC(=S)NC(NC(=O)Cc1ccc(OC)c(OC)c1)C(Cl)(Cl)Cl (stereo unspecified)
(5) CC(=O)Nc1ccc(S(=O)(=O)Nc2ccc3[nH]c(=O)[nH]c3c2)cc1
screen / no.,1,2,3,4,5
G9a inh,40µM*,9%[59 µM],4%[59 µM],-8%,-9%
BLM inh,-12%,-2%,2%,-24%,0%
Pol eta inh,-12%,-11%,-15%,?,-17%
Anesthetic bind,0%,-2%,-2%,-16%,16%
POLB inh,2%,2%,-3%,-8%,4%
Pol iota inh,-9%,-9%,44%[activator],?,74%[activator]
APEX1 inh,29%,3%,11%,-6%,65%[activator]
BAZ2B block,14µM*,-4%,-11%,3%,25%
POLK inh,1%,1%,-8%,-14%,12%

(6) CCCCc1cc(=O)oc2cc(O)ccc12
(7) CC(=O)Nc1ccc(-c2sc(Nc3ccccc3)n[n+]2C)cc1
(8) O=C(c1ccc(N2CCN(C(=O)c3cccc(F)c3)CC2)cc1)c1cccc(F)c1
(9) COC(=O)Cn1c(CCS(=O)(=O)c2ccc(C)c(C)c2)nc2ccccc21
(10) CCCCN(Cc1ccccc1)C(=O)CCN1C(=O)C2C3C=CC(C3)C2C1=O (stereo unspecified)
screen / no.,6,7,8,9,10
G9a inh,20%[59 µM],.,3%,?,-10%
BLM inh,-3%,-1%,-8%,-2%,1%
Pol eta inh,-7%,-11%,-18%,-1%,-2%
Anesthetic bind,304%[activator],-12%,?,-15%,-11%
POLB inh,7%,-16%,11%,1%,0%
Pol iota inh,24%,28%,33%[activator],24%,8%
APEX1 inh,20%,9%,18%,-3%,9%
BAZ2B block,0%,-3%,-34%,6%,1%
POLK inh,-3%,0%,6%,-12%,-5%

(11) Cc1nnc(NC(=O)c2nc(S(=O)(=O)Cc3ccccc3C)ncc2Cl)s1
(12) CCn1c(-c2nn(C)cc2Cl)n[nH]c1=S
(13) Cc1nc(/C(N)=N/OC(=O)c2ccc(Cl)cc2)c(C(F)(F)F)o1
(14) COc1ccc(N2C(=O)CC(N3CCN(S(=O)(=O)c4c(C)cc(C)cc4C)CC3)C2=O)cc1 (stereo unspecified)
(15) Cc1ccc(N(CC(=O)NCc2ccccc2)C(=O)CCC(=O)Nc2ccccn2)cc1C
screen / no.,11,12,13,14,15
G9a inh,?,10µM*,.,-13%[2.33 µM],20%
BLM inh,-5%,-1%,-4%,.,-4%
Pol eta inh,56µM*,-9%,-1%,-21%,-17%
Anesthetic bind,-10%,0%,-8%,.,-8%
POLB inh,?,22%,6%,.,47%
Pol iota inh,?,-4%,-10%,-11%,38%[activator]
APEX1 inh,-13%,4%,1%,-20%,-8%
BAZ2B block,56µM*,-6%,2%,0%,9%
POLK inh,-16%,-11%,7%,-15%,-14%

(16) Cn1c(O)c(/C=C2\C=NN=C2c2ccccc2)sc1=S
(17) Cc1cc(C)nc(SCC(=O)Nc2ccc(S(=O)(=O)Nc3onc(C)c3C)cc2)n1
(18) COc1ccc(NC(=S)NCc2cccn2C)cc1
(19) COC(=O)[C@]1(C)N[C@H](c2ccc(SC3CCCCC3)cc2)[C@@H]2C(=O)N(C)C(=O)[C@@H]21
(20) Cc1ccc(C(=O)NC2=NC(c3ccc(C)cc3)CC(=O)N2)cc1 (stereo unspecified)
screen / no.,16,17,18,19,20
G9a inh,.,-16%,50µM*,4%[2.33 µM],-17%[59 µM]
BLM inh,-5%,-6%,-14%,.,1%
Pol eta inh,25%,-8%,-8%,-4%,-6%
Anesthetic bind,-9%,-9%,-11%,.,48%[activator]
POLB inh,22%,3%,-3%,.,4%
Pol iota inh,7%,16%,57%[activator],20%,-13%
APEX1 inh,10%,0%,1%,3%,.
BAZ2B block,-7%,5%,35µM*,17%,-3%
POLK inh,2%,-4%,5%,0%,-11%

(21) CN(C)c1nnnn1Cc1ccc(Cl)cc1Cl
(22) COCCn1c(C)cc(O)c(C(c2ccc(OC)cc2)N2CCN(c3ccccc3)CC2)c1=O (stereo unspecified)
(23) CC(=O)Nc1ccc(S(=O)(=O)NNC(=O)c2sc(=S)n(C)c2C)cc1
(24) CC(C(=O)NC1C=CS(=O)(=O)C1)N1C(=O)/C(=C/c2cccc(Cl)c2)SC1=S (stereo unspecified)
(25) O=C(O)CCCn1cc(NC(=O)COc2cc(F)ccc2[N+](=O)[O-])cn1
screen / no.,21,22,23,24,25
G9a inh,28%,?,0%[59 µM],25µM*,4%
BLM inh,0%,0%,5%,-5%,6%
Pol eta inh,11%,0%,-3%,-31%,-8%
Anesthetic bind,-9%,-6%,1%,?,3%
POLB inh,31%[activator],0%,-3%,-20%,6%
Pol iota inh,16%,-3%,4%,-2%,2%
APEX1 inh,8%,.,6%,31%,6%
BAZ2B block,4%,6%,-11%,?,?
POLK inh,-8%,-3%[60.1 µM],-6%,7%,-1%

(26) CCOc1ccc(CNC(=O)c2ccc3nc(N4CCOCC4)sc3c2)cc1
(27) O=C(CSc1nnc(-c2ccco2)o1)c1ccc([N+](=O)[O-])cc1
(28) COC(=O)Cn1c(CN2CCN(C(=O)c3ccco3)CC2)nc2c1c(=O)n(C)c(=O)n2C
(29) COc1ccc(CN2CCCCC2C)cc1C (stereo unspecified)
(30) O=C(CSc1nc2ncc(Cl)cc2[nH]1)Nc1ccccc1-c1ccccc1
screen / no.,26,27,28,29,30
G9a inh,-5%,.,.,-8%,-3%
BLM inh,1%,-10%,4%,-2%,-2%
Pol eta inh,-11%,-5%,8%,-16%,-10%
Anesthetic bind,-11%,-10%,-1%,-7%,-12%
POLB inh,11%,2%,10%,-2%,30%
Pol iota inh,21%,-10%,-10%,28%,9%
APEX1 inh,20%,21%,-4%,2%,-17%
BAZ2B block,-21%,?,-13%,-4%,-11%[57.1 µM]
POLK inh,-7%,14%,-18%,-11%,-15%

(31) O=C1c2ccccc2C(Nc2ccc(Cl)cn2)N1c1ccccn1 (stereo unspecified)
(32) O=C(Cc1ccc(Cl)cc1)c1c[nH]c(C(=O)NCc2cccnc2)c1
(33) COc1cccc(CNC(=O)c2ccncc2)c1
(34) COc1cccc(C(=O)O/N=C(\N)c2ccc(C)cc2)c1
(35) N#CC1=C(N)C(C#N)(C#N)[C@H](c2ccncc2)[C@H]2CC3(CC=C12)OCCO3
screen / no.,31,32,33,34,35
G9a inh,?,-5%,.,49%,-25%
BLM inh,-6%,-2%,-5%,-5%,-5%
Pol eta inh,-7%,-1%,0%,-12%,-3%
Anesthetic bind,-7%,0%,-3%,-5%,-2%
POLB inh,27%,6%,4%,6%,1%
Pol iota inh,-19%,5%,2%,6%,40%[activator]
APEX1 inh,2%,-5%,-8%,4%,-2%
BAZ2B block,3%,2%,12%,68%[activator],10%
POLK inh,-8%,1%,-4%,-8%,-15%

(36) CCc1ccc(NC(=O)C2CC(=O)N=C(N)S2)cc1 (stereo unspecified)
(37) COc1cccc(NC(=O)[C@H](C)NC(=O)N2CCn3c2nc2ccccc23)c1
(38) CCOC(=O)c1ccc(NC(=O)NCc2ccccc2)cc1
(39) O=C(NCCS(=O)(=O)NCc1ccco1)c1ccccc1
(40) O=C(NC1CC1)C1=C[C@H](c2c[nH]c3ccccc23)C[C@H](OCCCCO)O1
(41) Cn1cccc1/C=C1\SC(=S)N(NC(=O)c2ccccc2O)C1=O
(42) CCN1C(=O)CC(c2ccccc2)CC1=O
(43) N#CCCn1c(=O)c(-c2ccc(F)cc2)nc2cnc(Oc3ccccc3)nc21
screen / no.,36,37,38,39,40,41,42,43
G9a inh,-10%[12.7 µM],63%[activator],-6%,-28%,2%[12.7 µM],5µM*,3%[2.33 µM],5%[12.7 µM]
BLM inh,-1%,-3%,-3%,.,1%,-4%,.,-1%
Pol eta inh,-13%,-20%,-7%,-11%,5%,-9%,5%,.
Anesthetic bind,8%,-14%,-8%,.,-2%,3%,.,.
POLB inh,-1%,11%,-24%,.,1%,-13%,.,.
Pol iota inh,-3%,56%[activator],3%,18%,62%[activator],?,79µM*,.
APEX1 inh,15%,9%,-1%,9%,-1%,-1%,49%[activator],1%
BAZ2B block,11%,?,6%,4%,1%,32µM*,2%,.
POLK inh,-6%,4%,-5%,-7%,-9%,-18%,6%,-1%[60.1 µM]

Entries from the list above that have an aryl methoxy group, in the order listed:
(4) COc1ccc([N+](=O)[O-])cc1NC(=S)NC(NC(=O)Cc1ccc(OC)c(OC)c1)C(Cl)(Cl)Cl (stereo unspecified)
(14) COc1ccc(N2C(=O)CC(N3CCN(S(=O)(=O)c4c(C)cc(C)cc4C)CC3)C2=O)cc1 (stereo unspecified)
(18) COc1ccc(NC(=S)NCc2cccn2C)cc1
(22) COCCn1c(C)cc(O)c(C(c2ccc(OC)cc2)N2CCN(c3ccccc3)CC2)c1=O (stereo unspecified)
(29) COc1ccc(CN2CCCCC2C)cc1C (stereo unspecified)
(33) COc1cccc(CNC(=O)c2ccncc2)c1
(34) COc1cccc(C(=O)O/N=C(\N)c2ccc(C)cc2)c1
screen / no.,4,14,18,22,29,33,34
G9a inh,-8%,-13%[2.33 µM],50µM*,?,-8%,.,49%
BLM inh,-24%,.,-14%,0%,-2%,-5%,-5%
Pol eta inh,?,-21%,-8%,0%,-16%,0%,-12%
Anesthetic bind,-16%,.,-11%,-6%,-7%,-3%,-5%
POLB inh,-8%,.,-3%,0%,-2%,4%,6%
Pol iota inh,?,-11%,57%[activator],-3%,28%,2%,6%
APEX1 inh,-6%,-20%,1%,.,2%,-8%,4%
BAZ2B block,3%,0%,35µM*,6%,-4%,12%,68%[activator]
POLK inh,-14%,-15%,5%,-3%[60.1 µM],-11%,-4%,-8%

(37) COc1cccc(NC(=O)[C@H](C)NC(=O)N2CCn3c2nc2ccccc23)c1
screen / no.,37
G9a inh,63%[activator]
BLM inh,-3%
Pol eta inh,-20%
Anesthetic bind,-14%
POLB inh,11%
Pol iota inh,56%[activator]
APEX1 inh,9%
BAZ2B block,?
POLK inh,4%
